# DENV2 CPE: inhibitors of DENV2 cytopathic effect, primary screen, cell-based, plate reader, single concentration. DENV2-infected cells, cytopathic effect rescue. CPE inhibition, % at 9.99 µM. 1.7% of 350,000 active. AID 651640, 2012; in the data active means CPE inhibition above about 20%, passing the limit was not always enough; inconclusive means no clear call, values can overlap the other calls; tested in BHK-21 cells;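 further: 0% = median of neutral control wells and 100% = median of positive control wells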
# XiGFP reactiv: activators of inactive X chromosome reactivation, primary screen, imaging, XiGFP fibroblasts, GFP high-content imaging, set 2 | XiGFP mouse fibroblasts, % GFP-positive cells imaging, 3 d; cells co-treated with 5-aza-dC sensitizer; scaled so ellipticine positive control = 100% | activation, % at 7.58 µM | 0.055% of 360,000 active | AID 743238, 2013;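 active means mean normalized replicate activation at least 10% and every replicate at or above 10%; inconclusive means only one of the two criteria met; inactive means mean below 10% and not all replicates reach 10%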;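 further: 0% = median of on-plate neutral control wells and 100% = ellipticine 6 µM median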
#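 Material: SV40-immortalized XiGFP fibroblast cells, line 68-5-11 | Buffer or medium: DMEM containing 5-aza-dC | Dosing: One concentration, pinned | Times: 3 d treatment, 15 min room-temperature fixation | Controls: Ellipticine 6 µM positive control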
# CASP6 VEID inh: human caspase-6 inhibitors, primary screen, biochemical, VEID-R110 fluorescence, single point, set 2; inhibition, % at 12.5 µM; 0.53% of 350,000 active; AID 686996, 2013; purified caspase-6, Z-VEID-R110 cleavage fluorescence;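 active means mean inhibition across replicates at least about 35%, with every replicate also reaching that limit, limit read from the data; inconclusive means only one of the two criteria met; inactive means neither criterion met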;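 further: 0% = median of neutral control wells and 100% = no fluorescence left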
# Target sequence (P55212 24-179 limits assumed): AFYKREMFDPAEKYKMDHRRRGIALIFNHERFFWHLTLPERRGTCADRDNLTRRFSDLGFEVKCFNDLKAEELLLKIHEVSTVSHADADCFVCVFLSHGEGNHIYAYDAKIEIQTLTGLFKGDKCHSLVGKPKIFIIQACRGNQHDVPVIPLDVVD
# Target sequence (P55212 194-293 limits assumed): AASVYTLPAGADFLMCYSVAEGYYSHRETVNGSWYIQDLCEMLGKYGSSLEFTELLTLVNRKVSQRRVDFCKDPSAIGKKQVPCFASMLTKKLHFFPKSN
# F508del corr: F508del CFTR correction, initial screen, CFBE line, single point; CFBE cells, YFP halide quenching; stimulated with forskolin plus potentiator P3; % fluorescence drop versus neutral controls; activity (quench increase), % at 7.58 µM; 0.36% of 350,000 active;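 active means mean added fluorescence quench of at least 8% versus neutral control, with both replicates also reaching 8%; inconclusive means only one of the mean or replicate conditions met; inactive means mean below 8% and not both replicates reaching 8%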;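 further: cells transiently co-express mutant CFTR-F508del with the halide-sensitive YFP; corrector assay measuring rescue of mutant channel to the surface after 24 h compound exposure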
# E-selectin induc: E-selectin induction in HUVECs, primary screen, imaging, HUVEC, immunofluorescence imaging, single point. normalized: neutral wells 0, TNF-alpha wells 100. 0.37% of 260,000 active. activation, % at 7.58 µM. AID 686992, 2013. P16581;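 active means mean E-selectin-positive cell signal at least 10% of the positive control, reached in at least 60% of replicates, without over 20% cell loss; inconclusive means no rule given, readout overlaps actives, possibly toxicity-flagged; inactive means the rest, including those meeting only one limit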;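 further: in these data hits start at about 27%; measured in HUVEC primary endothelial cells; signal is the percent of cells scored E-selectin positive by PE staining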
#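 System: HUVEC, human umbilical vein endothelial cells; quantity: 3,000 cells/well; buffer or medium: EGM-2 medium, gelatin-coated wells; dosing: single-point compound dose; detection: immunofluorescence imaging; evaluation: % PE-positive cells; benchmarks: TNF-alpha, DMSO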
# RAD54 branch: inhibitors of human RAD54 branch migration, primary screen, biochemical, fluorescence, single point; DNA repair and recombination protein RAD54-like (Homo sapiens), Q92698; inhibition, % at 10.4 µM; RAD54 Holliday junction branch migration, FAM/BHQ fluorescence; AID 602329, 2012; 0.14% of 360,000 active;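 active means mean normalized replicate activity at least 40 and at least half of replicates scoring 40 or more; inconclusive means only one of the two criteria met; inactive means mean below 40 and under half of replicates reaching 40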;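 further: 0% = median of neutral control wells and 100% = median of positive control wells; inhibitors cause a drop in the FAM fluorescence signal; in these data hits start at about 50%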
# GSIS activator: GLuc luminescence reporter in INS-1E cells, primary screen for activators of glucose-dependent secretion of insulin | activation, % at 16.6 µM | 0.61% of 370,000 active | INS-1E GLuc reporter insulin secretion, 2-3 h;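 active means lowest replicate activation of at least 40%, so every replicate reaches that level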;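 further: 0% = median of neutral control wells and 100% = median of IBMX positive control wells; some compounds called inactive have numbers as strong as hits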
# RAD52 anneal inh: RAD52 DNA annealing inhibitors, primary screen, biochemical, FRET, single point, set 2; DNA repair protein RAD52 homolog (Homo sapiens), P43351; recombinant RAD52 DNA annealing, FRET fluorescence; inhibition, % at 18.7 µM; 0.46% of 360,000 active; AID 651710, 2012;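 active means every replicate showing at least 50% inhibition; inconclusive means mean inhibition at least 50% but not in every replicate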
# Target sequence (P43351 whole entry, looked up): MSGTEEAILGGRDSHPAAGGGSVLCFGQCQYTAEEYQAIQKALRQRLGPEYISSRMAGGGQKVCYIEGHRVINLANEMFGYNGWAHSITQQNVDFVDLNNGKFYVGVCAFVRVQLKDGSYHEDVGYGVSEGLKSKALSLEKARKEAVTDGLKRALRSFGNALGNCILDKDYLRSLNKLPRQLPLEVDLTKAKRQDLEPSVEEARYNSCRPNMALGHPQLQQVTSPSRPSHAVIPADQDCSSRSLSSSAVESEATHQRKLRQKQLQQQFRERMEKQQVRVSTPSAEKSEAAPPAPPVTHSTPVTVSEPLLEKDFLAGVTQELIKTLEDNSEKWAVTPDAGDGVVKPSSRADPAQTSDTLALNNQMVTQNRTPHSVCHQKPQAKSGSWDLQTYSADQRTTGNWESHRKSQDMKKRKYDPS
# Active calls of the source: *; ? = inconclusive; nt = not tested or not shown; & = joins results of further samples. No enrichment for hits. Share with any hit: about 3.7%.
SMILES,DENV2 CPE,XiGFP reactiv,CASP6 VEID inh,F508del corr,E-selectin induc,RAD54 branch,GSIS activator,RAD52 anneal inh
COc1ccc(C(=O)N/C(=C/c2cccc3ccccc23)C(=O)NCCc2c[nH]c3ccccc23)cc1OC,-16,0.2,-2,1.6,nt,-9,nt,-20
CCN1C(=O)[C@H]2[C@H]3CN=C(SCc4ccccc4)N3[C@@](Cc3ccccc3)(C(=O)OC)[C@H]2C1=O,-18,0.1,-2,5.9,nt,-7,-9,-10
COC(=O)CN(C)C(=O)c1ccccc1OC1CCN(S(C)(=O)=O)CC1,-2,0.1,-4,-0.3,nt,1,3,-17
CCOC(=O)c1nnc2cc(C)nn2c1C,6,-0.1,1,0.0,-0.1,-2,5,-15
CNS(=O)(=O)c1cccc(C(=O)OCC(=O)Nc2cc(F)ccc2F)c1,-2,0.3,0,-2.9,0.2,4,-15,-5
Cc1cccc(NC(=O)CSCC(=O)NNC(=O)c2ccoc2C)c1,9,0.2,2,0.0,7.1,3,-2,-10
C[C@@H]1CN([C@H](C)CO)C(=O)c2cc(NC(=O)Nc3ccc(F)cc3)ccc2O[C@H]1CN(C)S(C)(=O)=O,-4,-1.2,0,-0.4,-1.5,9,16,0
COc1cccc(C#Cc2ccc([C@@H]3[C@H]4CN(C(C)=O)CC(=O)N4[C@H]3CO)cc2)c1,1,0.2,4,0.3,0.8,nt,10,-5
CCc1ccccc1NC(=S)N(CCCN1CCOCC1)Cc1cccs1,nt,1.0,nt,nt,3.2,9,-8,nt
COc1cccc(S(=O)(=O)N(C)C[C@@H]2Oc3cc(C#CCN(C)C)ccc3S(=O)(=O)N([C@@H](C)CO)C[C@@H]2C)c1,-1,0.7,-1,-3.6,-0.2,-1,-7,13
CC(C)(C)OC(=O)N(CCc1ccccc1)Cc1ccc(OCc2cccc(NC(=O)c3ccccc3)c2)cc1,5,-0.1,-2,-3.1,?,2,1,-15
Fc1ccc(CSc2nsc(SCc3ccc(F)cc3)n2)cc1,nt,nt,1,nt,nt,0,9,-12
COc1ccccc1NC(=O)CCN1CCN(c2ccc(Cl)cc2)CC1,1,0.0,2,0.5,nt,8,-18,-24
C[C@H](CO)N1C[C@H](C)[C@H](CN(C)Cc2cccc(C(=O)O)c2)Oc2ncc(C#CCc3ccccc3)cc2C1=O,29,-1.1,-1,-1.3,0.5,0,-1,-6
CCN(CC)S(=O)(=O)c1ccc(N2CCOCC2)c(NC(=O)CC23CC4CC(CC(Br)(C4)C2)C3)c1,nt,-0.1,nt,nt,-0.3,-10,-38,nt
Cc1ccc(NC(=O)CN2C(=O)COc3ccc(S(=O)(=O)N4CCCC4)cc32)c(C)c1,-9,-0.1,2,-0.9,0.5,2,14,0
Cc1cc(N2CCCCCC2)n2nc(C)c(-c3ccccc3)c2n1,-4,0.0,-2,-0.9,0.1,-3,6,-2
O=C(COC(=O)c1ccc(O)cc1)NCc1ccc2c(c1)OCO2,8,0.0,-1,2.6,-1.0,-5,4,-5
CCOC(=O)c1sc(NC(=O)CN2C(=O)NC3(CC(C)CC(C)(C)C3)C2=O)c(C(=O)OCC)c1C (centres undefined),-7,0.1,-3,0.5,nt,nt,-6,-11
O=C(C[C@H]1C[C@@H]2c3cc(NC(=O)C4CCC4)ccc3O[C@@H]2[C@H](CO)O1)NCc1ccc(Cl)cc1,1,0.3,2,0.0,0.5,1,-7,3
CC(C)(C)OC(=O)C[C@H]1C/C=C\C[C@H](CC(=O)N(CCO)Cc2ccccc2)C(=O)NCCOC1=O,-7,0.0,-1,-0.1,0.0,-1,-8,-18
CC(C)C[C@@H](CN1CCCC1CN1C(=S)NC[C@@H]1Cc1ccccc1)N1C[C@H](Cc2ccccc2)N(CC2CCCCC2)C1=S (some centres undefined),-6,-0.1,0,0.2,nt,nt,nt,3
O=C(O)CCCn1cc(NC(=O)COc2ccc(F)cc2F)cn1,-6,0.0,4,1.1,0.1,-16,9,-8
CN1CCN(C(=O)C[C@@H]2CC[C@H](NS(=O)(=O)c3cccc(F)c3)[C@H](CO)O2)CC1,2,-0.6,-2,0.4,0.0,-4,9,-7
Cc1cccc(C)c1NCc1n[nH]c(=S)n1-c1ccccc1,3,-0.1,-1,0.8,1.9,3,3,-39
O=C1C=C(c2ccc3[nH]ccc3c2)C[C@@H](c2ccc(Cl)cc2)C1,0,0.1,1,-2.4,0.0,5,-12,-15
COc1ccccc1C(=O)NNC(=S)NC(=O)c1cc(OC)c(OC)c(OC)c1,nt,0.8,-6,-1.7,nt,nt,-25,-8
COc1ccccc1C#Cc1ccc([C@@H]2[C@@H](C#N)N(C(=O)C3CCCC3)[C@H]2CO)cc1,3,-0.1,3,-0.4,0.0,nt,5,-107
COc1ccc(NC(=O)c2cc(-c3ccc(C)o3)nc3ccccc23)c(OC)c1,0,0.0,3,-3.0,0.8,-6,nt,-7
CC(=O)N[C@@H](CC(=O)N[C@H](CCC(=O)O)C(=O)O)C(=O)O,-4,0.1,2,-0.3,-0.1,-5,nt,-14
C[C@@H]1CN([C@H](C)CO)C(=O)c2cc(-c3ccccc3)cnc2O[C@H]1CN(C)C(=O)Nc1ccc2c(c1)OCO2,-5,-0.9,1,-0.6,23,4,-15,-10
Cc1ccc(SCCNC(=O)C(CO)(CO)CO)cc1,8,nt,0,-1.4,nt,2,15,-9
O=c1nc(Nc2ccc([N+](=O)[O-])cc2)[nH]c(=O)[nH]1,8,0.0,-2,-2.1,-1.8,-5,2,-13
CC(=O)c1ccc(OCCCC(=O)NC2CCC(C)CC2)cc1 (centres undefined),3,0.2,2,0.0,0.0,3,4,-5
O=C(c1cc(Cl)ccc1OCc1ccccc1)N1CCOCC1,2,0.0,2,-1.4,-0.1,-19,11,1
Cc1ccc(-c2ccc([C@@H]3[C@H]4CN(C(=O)c5ccc(F)cc5)CCCCN4[C@H]3CO)cc2)cc1,nt,-0.1,nt,-1.0,-0.5,-3,-2,nt
CO[C@H]1CN(C)C(=O)c2cc(NS(C)(=O)=O)ccc2OC[C@H](C)N(C(=O)C2CCC2)C[C@H]1C,-4,0.3,0,-3.8,0.0,3,-1,-11
Brc1ccc(-c2noc3c2-c2nc(C4CCCCC4)sc2CC3)cc1,nt,0.0,nt,2.0,1.5,-5,11,nt
Cc1cc(CNC(=O)C2(C(F)(F)F)C/C(=C\Cc3ccccc3)CCCO2)nn1C (centres undefined),2,0.0,-1,2.3,-0.2,-1,-12,-19
O=C(O)c1cc(/C=C/c2ccc(N3CCOCC3)cc2)nc2ccccc12,-2,0.0,6,-1.8,-0.2,nt,0,-28
O=C(C[C@@H]1C[C@H]2c3cc(NC(=O)C4CCOCC4)ccc3O[C@H]2[C@H](CO)O1)NCc1cc(F)ccc1F,-4,0.1,0,-1.3,0.2,13,2,2
NC(=O)c1cc2ccc(O)cc2oc1=NCc1ccccc1,10,nt,8,-0.9,nt,-52,9,-58
CC(C)(C)OC(=O)N1CCC(C(=O)Nc2cccc(C(=O)NCCCc3ccccc3)c2)CC1,6,0.0,-1,-3.9,0.0,3,-36,-18
C[C@@H]1CN([C@@H](C)CO)C(=O)c2cc(NC(=O)CCCN(C)C)ccc2O[C@@H](C)CCCCO[C@H]1CN(C)CC1CCCCC1,3,0.0,-47,2.3,0.0,-3,2,15
OC1(c2cccs2)CN(c2ccc(Br)cc2)C2=[N+]1CCCS2 (centres undefined),0,-0.1,-3,2.5,0.0,7,-4,-13
COc1ccc(CCNC(=O)c2cc3ccccn3n2)c(OC)c1OC,4,-0.1,1,-2.1,0.0,-8,nt,-15
OCCN(Cc1ccccc1)Cc1ncccc1O,-3,0.2,4,-1.3,0.0,-4,-2,-15
NC(N)=Nc1nc2ccc(Br)cc2c(=O)[nH]1,-3,0.0,-5,0.2,nt,nt,-11,5
O=S(=O)(NCC1CN(S(=O)(=O)c2c(F)cccc2F)C1)c1ccc2c(c1)OCCO2,-7,0.0,1,2.7,nt,5,8,-3
Cc1nc(C)n(CC(=O)c2ccc(Cl)cc2Cl)n1,-1,0.0,-4,-0.8,nt,nt,nt,-2
O=C(CN1C(=O)C2CC=CCC2C1=O)Nc1ccc(S(=O)(=O)Nc2ncccn2)cc1 (centres undefined),-1,0.0,-2,0.2,15,-9,1,-17
COc1ccc2c3c([nH]c2c1)[C@@H](CO)N(S(C)(=O)=O)CC31CCN(CC2CCCCC2)CC1,-2,0.0,-2,0.8,-0.3,nt,1,14
CCOC(=O)N1CCN(c2nnc(-c3ccc(C)cc3)c3ccccc23)CC1,-3,0.0,3,3.8,nt,nt,-34,-13
CCCc1nnc(SCC(=O)Nc2ccc3c(c2)OCCO3)n1CCOC,1,0.0,-1,0.3,nt,8,-2,-14
C[C@@H]1CCCCO[C@@H](CN(C)S(=O)(=O)c2cccs2)[C@@H](C)CN([C@H](C)CO)C(=O)c2cc(NS(=O)(=O)c3ccccc3)ccc2O1,0&18,0.3&0.0,-1&0,-1.0&2.0,-0.1,-8&3,13&14,-41&18
N/C(=N\OC(=O)c1cc(-c2ccccc2)nc2ccccc12)c1ccccn1,-7,0.1,5,2.8,nt,nt,4,-2
CCc1cnc(N2[C@@H](C#N)[C@@H](c3ccc(C#Cc4ccccc4F)cc3)[C@@H]2CO)s1,-17,-0.1,0,0.9,1.1,-4,0,-119
Cc1[nH]c2ccc(F)cc2c1CCN(Cc1ccncc1)C(=S)Nc1ccc(F)cc1,1,0.0,1,-2.0,-0.2,-2,nt,-13
CC(=O)N1CCCc2cc(S(=O)(=O)N3CCCC(C(=O)Nc4ccc(C)cc4C)C3)ccc21 (centres undefined),-1,0.0,-3,-1.6,-0.2,4,20,-5
CCCc1[nH]n(-c2ccc(F)cc2)c(=O)c1C=Nc1ccc(C)cc1,4,-0.1,-2,nt,0.1,nt,-1,-7
# More results.
SMILES,DENV2 CPE,XiGFP reactiv,CASP6 VEID inh,F508del corr,E-selectin induc,RAD54 branch,GSIS activator,RAD52 anneal inh
CCNC(=O)C[C@@H]1CC[C@@H]2[C@@H](COc3ccc(NS(=O)(=O)c4ccccc4C)cc3C(=O)N2C)O1,-6,0.0,2,3.3,0.0,-2,2,2
Cc1ccccc1CC(=O)Nc1cccc(S(=O)(=O)N2CCCC2)c1,6,0.1,-2,-0.4,-0.7,1,-13,-16
Cc1ccc(C(=O)N/C(=C\c2ccc(-c3ccc(Br)cc3)o2)C(=O)NC2CCS(=O)(=O)C2)cc1 (centres undefined),1,-0.1,-4,nt,nt,nt,nt,-17
O=C(NCCc1ccccc1)c1ccc(S(=O)(=O)N2CCCCC2)cc1,-1,0.1,0,-2.8,-0.1,2,nt,-12
